CF NFkB inh – cystic fibrosis NF-kB activation inhibition; KKLEB NF-kB-GFP reporter, PAF-induced, GFP fluorescence overnight; 360,000 compounds, 0.86% hits; inhibition, % at 5 µM;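 active means at least 50% inhibition at 5 µM, scaled per plate between neutral and stimulator controls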;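 further: PAF is a Pseudomonas aeruginosa culture filtrate used as stimulus; plate controls were PAF-stimulated DMSO wells for no effect and unstimulated DMSO wells for full effect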
NR2E3 ag-1 – activates human NR2E3 receptor; 360,000 compounds, 0.35% hits; inhibition of corepressor binding, % at 3.98 µM; Q9Y5X4; AID 602229; CHO-S Gal4-NCOR/VP16-NR2E3 two-hybrid, luciferase;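 active means inhibition above the mean of all tested compounds plus 3 SD, cut at about 70% in these data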;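 further: 0% = DMSO with NR2E3 transfected cells and 100% = cells lacking NR2E3 construct; higher means lower luciferase signal from less NR2E3 corepressor binding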
Target sequence (Q9Y5X4 whole entry, looked up, the tested form may be a part): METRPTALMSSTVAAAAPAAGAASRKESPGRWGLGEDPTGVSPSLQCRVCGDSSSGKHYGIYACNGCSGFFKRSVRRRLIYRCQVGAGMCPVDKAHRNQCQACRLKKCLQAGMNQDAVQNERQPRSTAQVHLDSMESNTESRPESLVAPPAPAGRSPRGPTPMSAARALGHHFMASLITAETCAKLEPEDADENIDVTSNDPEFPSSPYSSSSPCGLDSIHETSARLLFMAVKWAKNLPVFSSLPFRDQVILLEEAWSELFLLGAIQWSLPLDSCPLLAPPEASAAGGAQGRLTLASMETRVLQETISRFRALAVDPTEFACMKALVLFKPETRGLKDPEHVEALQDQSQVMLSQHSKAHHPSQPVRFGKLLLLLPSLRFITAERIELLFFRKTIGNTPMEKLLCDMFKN
KKLEB cytotox – CF airway cell cytotoxicity counter-screen; KKLEB CF airway cells viability, ATPlite luminescence, overnight; hits give low values; cells stimulated with P. aeruginosa culture filtrate; activity change (cytotoxicity), % at 5 µM; 360,000 compounds, 0.36% hits;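 active means corrected activity change at or below -50% at 5 µM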
hiPSC survival – hiPSC single-cell survival enhancement; ATPlite luminescence; 100% = ROCK inhibitor wells, 0% = DMSO; survival enhancement, % at 20 µM; 360,000 compounds, 0.044% hits; in the data active means survival enhancement above about 18%;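 further: cells exposed to compounds for 16 hours before the ATP read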
Shn3 inh set2 – Schnurri-3 reporter inhibition in Clone20 osteoblasts; Clone20 osteoblast Shn3 3'UTR firefly luciferase, 24 h; inhibition, % at 12.5 µM; 360,000 compounds, 0.52% hits; AID 588674;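 active means mean inhibition of at least 75% with every replicate also reaching 75%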;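 further: 0% = median of neutral control wells and 100% = pilot-screen positive control compound; some compounds past the cut are filed as inactive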
HIF-2a inh – inhibitors of HIF-2a. 360,000 compounds, 0.72% hits. AID 624352. inhibition, % at 18.8 µM. 786-0 RCC cells HIF-2a reporter, luciferase luminescence, overnight;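 active means inhibition of the luminescence signal of 40% or more relative to plate controls, in a single-dose primary screen at 18.75 µM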
LMP1 NFkB inh – inhibitors of Epstein-Barr LMP1-induced NF-kappaB reporter. LMP1-induced NF-kappaB luciferase reporter cells, luminescence. inhibition, % at 12.5 µM. 350,000 compounds, 0.69% hits. AID 504558; in the data active means inhibition above about 41%;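 further: 0% = neutral control wells and 100% = reference inhibitor control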
C8 TRAIL sens – sensitizes caspase-8 expressing cells to TRAIL. inhibition (viability loss, TRAIL sensitization), % at 10 µM. 360,000 compounds, 1% hits. NB7+C8 cells + TRAIL, ATPlite viability luminescence;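 active means compounds causing at least 50% loss of cell viability in the single-dose screen, relative to plate controls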
MITF TRPM1 inh – MITF TRPM1 promoter inhibition in SK-MEL-5 cells; inhibition, % at 12.5 µM; AID 488899; SK-MEL-5 TRPM1 promoter luciferase, 24 h; 330,000 compounds, 0.83% hits;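 active means mean inhibition across replicates of 60% or more, whatever share of single replicates reaches that level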; further: values of inactives mirror those of a sister screen read the other way
NR2E3 ag-2 – activates human photoreceptor nuclear receptor NR2E3 | Q9Y5X4 | GST-NR2E3/biotin-RetCOR TR-FRET, 1536-well | inhibition of corepressor binding, % at 4.78 µM | 320,000 compounds, 0.12% hits | AID 2300;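 active means percent inhibition above the cutoff of mean plus 3 SD of all tested compounds, set per screening campaign, cut at about 20% in these data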;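 further: 0% = DMSO wells and 100% = biotin wells as full block of FRET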
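System: GST-NR2E3 and biotin-RetCOR proteins; probe or stimulus: 7 nM biotin-RetCOR; doses: compound at 4.8 µM, single dose; schedule: Compound–protein incubation for 5 h at 4 °C; detection: time-resolved FRET; read-out: percent inhibition; controls: biotin wells as high control, 0.6% DMSO wells as low control; format: 1536-well plates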
Peg3 prom inh – Peg3 promoter activity inhibition. HeLa PEG-Prom luciferase reporter, luminescence, overnight. inhibition, % at 20 µM. 360,000 compounds, 1.7% hits;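 active means inhibition of at least 50% at 20 µM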
Starred values were filed as active, the others as inactive; x = no result given. Some of the compounds tested; the hit share may differ from the screen's.

Order of results – CF NFkB inh, LMP1 NFkB inh, KKLEB cytotox, MITF TRPM1 inh, Peg3 prom inh, NR2E3 ag-2, NR2E3 ag-1, HIF-2a inh, C8 TRAIL sens, Shn3 inh set2, hiPSC survival
CCOc1ccc(C(=O)NCC(=O)NNC(=O)CN(C)S(=O)(=O)c2ccc(Cl)cc2)cc1
    -13, 0, 7, 4, -5, 1, -19, 10, 13, -6, -0.4
CC1O[C@H](OC2C(COC3OC(CO)C(O)[C@H](O)C3O)OC(OC3CC[C@]4(C)C(CC[C@@]5(C)[C@@H]4C=C[C@]46OC[C@@]7(CCC(C)(C)C[C@H]74)C(O)C[C@@]56C)C3(C)C)C(O)C2O)C(O)C(O)C1O (some centres not stated)
    12, 0, -19, -13, -9, x, -42, 2, 24, 13, 2.6
COc1ccccc1CCNC(=O)C(=O)NCC1OCCN1C(=O)c1ccc(Cl)cc1 (configuration not stated)
    -3, -7, 18, 9, 14, 0, -9, 1, -11, 1, 0.2
Cc1ccc(-n2nc(C)c(Sc3ccccc3[N+](=O)[O-])c2N)cc1
    27, 2, -3, 11, 8, 1, 11, -3, 11, 4, 0.7
COc1ccc(Nc2nc(C)nc3c2nnn3Cc2ccccc2)cc1OC
    -6, 9, 2, 15, 16, 1, -19, 8, 0, 20, 0.7
Cc1nc(SCC(=O)NCCc2ccccc2)c2oc3ccccc3c2n1
    3, -1, 5, 4, 10, -1, 13, 12, 17, -3, -1.9
O=C(Nc1ccnn1C1CCN(Cc2ccccc2OCCO)CC1)c1cccc(F)c1
    2, 4, 13, 3, 4, 0, -13, 15, 0, -6, -0.1
CCOc1ccc(Br)cc1S(=O)(=O)Nc1ccc(NC(=O)c2ccccc2C)cc1
    -12, -15, 14, -5, 1, -2, 6, 14, -12, 6, -1.0
CCOC(=O)Cc1csc(SCC(=O)Nc2nccs2)n1
    6, 6, 17, 7, -28, -4, -3, 2, -16, -9, 0.0
CC(C)(C)c1ccc(SCCc2ccncc2)cc1
    -2, -2, 2, -16, -83, 0, 11, -136, 27, 46, -0.3
CC(=O)Nc1ccc(NC(=S)NC(=O)/C=C/c2ccc(Cl)cc2)cc1
    10, 1, -8, -1, -1, 0, 9, 13, -3, 15, -2.7
Cc1ccc(NC(=O)CSc2nc(N)cc(=O)[nH]2)cc1S(=O)(=O)N1CCCCC1
    -2, -3, 4, -2, -4, x, 15, 4, -8, 7, 5.6
CCNC(=S)N/N=C/c1cn(Cc2ccccc2F)c2ccccc12
    -13, 5, 7, -9, -5, -3, -33, -12, 15, 51, -1.7
COc1ccc(S(=O)(=O)NCCCN2CCCC2=O)cc1OC
    -10, 3, 3, 6, -6, 1, -12, 9, -17, 3, -0.2
O=C(CC1CC2CCC1C2)NC1CCCCCCC1 (configuration not stated)
    10, -15, -4, -27, -144, 0, -45, -115, -25, -23, -0.4
O=C(O)c1cnc(-c2ccccc2)nc1Sc1ccc(Cl)cc1
    1, 15, 7, 8, 11, 0, -18, -28, 0, 0, -1.6
O=C(O)c1ccccc1NS(=O)(=O)c1ccc(N/N=C/c2cccc(O)c2O)c([N+](=O)[O-])c1
    2, 4, -2, -1, -4, x, -35, 10, 2, -9, 0.5
CC1CCCN(C(=O)C2COc3ccccc3O2)C1 (configuration not stated)
    28, 3, -3, -4, -8, -2, -17, -6, -6, -11, 0.4
COc1ccc(NC(=O)C2CCN(C(=O)c3ccccc3)CC2)c(OC)c1
    20, 3, 0, 16, 26, -1, -1, 10, -15, 5, -3.3
CN(C(=O)c1ccc(NC(=O)Cc2ccc(NC(=O)C3CCN(S(=O)(=O)c4cccc([N+](=O)[O-])c4)CC3)cc2)cc1)C1CCCC1
    10, -6, -5, 1, -4, x, -9, -4, 1, 1, 0.6
COc1ccc(-c2cc(C(=O)NCc3cccnc3)no2)cc1
    5, -20, -14, -17, -152, 8, -22, -147, -15, -54, 0.6
CO/N=C(\C)c1ncc(C(F)(F)F)cc1N1CCOCC1
    6, 2, -2, -9, -5, 0, -9, 12, 5, 8, 0.1
CC(C)Cc1nc(Cl)c(C#N)c2c1CCC2
    16, -4, 0, -2, 1, 0, -16, 19, 0, 3, 0.1
CCCn1c(=O)c2ccccc2n2c(SCCOc3ccc(Cl)cc3)nnc12
    1, 0, -2, 4, 0, 2, -36, 12, -9, 1, 0.7
Cc1cc(NC(=O)CCNS(=O)(=O)c2cc(Br)cnc2N)ccc1Br
    -2, 1, 10, 8, 18, 0, -15, 6, -6, 11, 1.7
CCOC(=O)c1ccc(N2CCN(c3ccc(F)cc3)CC2)c(NC(=O)Nc2cccc(OC)c2)c1
    21, 9, -36, 9, 20, -3, -10, 15, 9, 33, -0.4
COc1ccc(N(CCN2C(=O)c3ccccc3C2=O)C(=O)c2cccc([N+](=O)[O-])c2)cc1
    -14, -4, 4, 6, -7, 7, -24, 13, 1, 21, -2.3
O=C(CN(C(=O)c1csnn1)c1cccc(F)c1)NCc1ccc(F)cc1
    2, -3, 4, 3, -1, -4, 9, 8, -4, -13, -0.8
O=C(N/N=C/c1cccnc1)c1ccc(NC(=O)c2ccc(Cl)cc2)cc1
    18, -5, 6, -5, 13, 4, -31, 11, -8, -3, 0.2
O=[N+]([O-])c1ccc(NCCNS(=O)(=O)c2ccccc2)c(C(F)(F)F)c1
    -2, 1, 1, 4, 25, 2, -22, 0, 6, 18, 1.0
Cc1ccc(OCc2nc(-c3ccc(-n4cccc4)cc3)no2)cc1C
    -51, 7, 11, x, 10, 0, -18, 2, -9, -26, -1.1
CCc1ccc(-c2nc(-c3ccncc3)no2)cc1
    -4, 16, -15, 9, -160, 2, -125, -35, 23, 10, -3.4
COc1ccc(C(=O)N2CCOC2CNC(=O)C(=O)NCc2ccc(C)cc2)cc1 (configuration not stated)
    13, -9, 4, x, 6, x, -9, 14, 6, -34, 5.6
Cc1cc2cc(CNC(=O)Cc3ccc([N+](=O)[O-])cc3)ccc2[nH]1
    11, 5, -34, 8, 12, 0, -15, 18, -4, 2, -0.3
N#Cc1cnn2c(-c3cccc(C(F)(F)F)c3)ccnc12
    -7, 0, 9, -5, -15, -1, 20, -38, 0, -34, 0.6
CC(C)c1cccc(C(C)C)c1NC(=O)CN1CCCC1
    -12, -6, 5, -7, 7, 0, -18, 14, -3, 3, 0.2
CCn1cc(CNC(=O)c2ccc(C)s2)cn1
    2, -12, -2, -22, -10, -1, 13, -12, -3, -14, 1.2
CCCCc1cc(=O)oc2cc(C)cc(OCC(=O)Nc3ccccn3)c12
    -20, -12, -1, -20, -161, -4, -116, -120, 43, -54, -0.5
COc1ccccc1NS(=O)(=O)c1ccc(NN=C2CCCCC2)c([N+](=O)[O-])c1
    16, 6, 6, -3, 27, 6, -11, 21, 11, 48, -1.2
Cc1cc(NC(=O)c2ccccc2Cl)ccc1NC(=O)c1ccccc1Cl
    -14, -1, -10, -22, -32, -1, -19, -54, -3, -14, -0.2
COc1ccccc1Cc1c(-c2cccc(Cl)c2)nc2ccc(Br)cn12
    13, x, -20, x, -150, x, -22, -241, -6, -20, 1.0
CCOc1cc(C2C(C#N)=C(N)SC(N)=C2C#N)ccc1OCCN1CCOCC1
    -9, -9, 0, 5, 13, 4, 13, 4, 12, 7, -2.0
Cc1nc(C)c(-c2csc(Nc3ccc(C(=O)O)c(O)c3)n2)s1
    4, 5, -12, 0, 4, x, -6, 15, 2, 2, 0.0
COc1cc(CNCc2cccnc2)ccc1OCC(=O)NC(C)(C)C
    9, 2, 0, 5, 7, 2, 0, 8, -5, -2, -3.1
FC(F)(F)c1ccccc1NC(=S)N1CCN(c2ncccn2)CC1
    -18, 3, 5, 9, -12, 1, 1, 1, -16, 57, -2.5
COc1cc(NC(=O)CCS(=O)(=O)c2ccc3c(c2)n(C)c(=O)c(=O)n3C)cc(OC)c1
    -12, -4, 9, -2, -2, 4, -31, 0, 3, -10, -1.0
CC(c1c(O)c2ccccc2[nH]c1=O)C1(C)CCC(O)C(C)(C)O1 (configuration not stated)
    -32, 4, 9, -6, 10, -3, -8, 14, 1, 4, 0.7
O=C(c1ccnc(Cl)c1)N1CCCC(Nc2ccc(F)cc2)C1 (configuration not stated)
    34, 1, -27, -4, -2, 4, -18, 14, -5, -5, -0.3
CCC(C)NC(=O)c1ccc(CSCc2ccc(Cl)cc2)o1 (configuration not stated)
    -1, 24, -5, -2, 8, -1, -13, -7, -3, 23, 0.1
Cc1cccc(S(=O)(=O)N(CC(=O)Nc2ccccc2C)Cc2ccco2)c1
    -5, -2, 1, 0, 11, -1, 5, 12, 7, 5, -0.5
Cc1c(CCC(=O)O)c(=O)oc2cc3occ(-c4ccccc4)c3cc12
    13, 2, 3, 6, 1, -1, 24, 63*, -9, -7, -0.8
Cc1ccc[n+](CC(=O)Nc2ccc([N+](=O)[O-])cc2Cl)c1
    -2, -2, -16, -11, -11, 1, -11, 8, -10, -4, -1.5
CC1CCCC(C)N1C(=O)CSc1nc2ncnc(N)c2[nH]1 (configuration not stated)
    3, 6, -2, -4, 19, 2, -8, 11, -2, -15, -0.4
Cc1cccc(C)c1NC(=O)CSc1n[nH]c(=O)n1C1CC1
    8, 2, 14, 3, 12, x, -1, 9, -6, 3, -0.5

Looked up above:
In LMP1 NFkB inh, Cc1cc2cc(CNC(=O)Cc3ccc([N+](=O)[O-])cc3)ccc2[nH]1 is entered as 5
In HIF-2a inh, FC(F)(F)c1ccccc1NC(=S)N1CCN(c2ncccn2)CC1 is entered as 1

Screens deposited in PubChem by several laboratories.
